TcdB GH inh = TcdB glycohydrolase inhibition | TcdB glycohydrolase enzymatic assay, plate reader | inhibition, % at 9.99 µM | 350,000 tested, 0.24% active | AID 652162; in the data active means inhibition above about 10%
Anthrax LF prot = anthrax lethal factor protease inhibition; inhibition, % at 10 µM; P15917; 360,000 tested, 0.12% active; multiplex microsphere protease cleavage assay, LF; further: plate controls were buffer without enzyme for full effect and enzyme alone for no effect
Target sequence (P15917 whole entry, looked up): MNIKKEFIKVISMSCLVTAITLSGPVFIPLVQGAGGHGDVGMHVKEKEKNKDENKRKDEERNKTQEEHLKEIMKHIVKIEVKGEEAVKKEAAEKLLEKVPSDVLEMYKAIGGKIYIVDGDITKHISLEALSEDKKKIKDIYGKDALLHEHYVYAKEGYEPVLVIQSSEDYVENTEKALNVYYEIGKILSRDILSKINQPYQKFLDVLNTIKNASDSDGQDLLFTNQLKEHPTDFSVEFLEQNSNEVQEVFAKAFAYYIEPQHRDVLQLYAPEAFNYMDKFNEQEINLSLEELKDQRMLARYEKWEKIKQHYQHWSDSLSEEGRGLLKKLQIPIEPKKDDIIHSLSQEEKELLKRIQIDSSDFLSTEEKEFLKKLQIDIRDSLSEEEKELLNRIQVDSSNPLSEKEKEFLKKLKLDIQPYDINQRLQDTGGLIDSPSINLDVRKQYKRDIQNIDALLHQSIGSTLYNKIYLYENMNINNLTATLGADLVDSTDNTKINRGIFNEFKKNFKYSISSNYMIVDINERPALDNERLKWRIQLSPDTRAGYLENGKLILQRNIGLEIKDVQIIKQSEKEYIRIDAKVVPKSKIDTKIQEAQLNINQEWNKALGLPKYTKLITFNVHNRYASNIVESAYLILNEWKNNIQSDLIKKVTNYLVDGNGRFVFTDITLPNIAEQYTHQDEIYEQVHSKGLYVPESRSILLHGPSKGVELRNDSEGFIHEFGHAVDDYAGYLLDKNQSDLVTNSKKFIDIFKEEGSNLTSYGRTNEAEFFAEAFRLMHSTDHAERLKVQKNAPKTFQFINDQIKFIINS
PfHsp40 yeast = compounds rescuing yeast from Plasmodium falciparum HSP40 toxicity; S. cerevisiae expressing PfHsp40, growth rescue, ATP luminescence; growth rescue, % at 12.5 µM; 340,000 tested, 0.68% active; in the data active means growth rescue above about 28%, passing the limit was not always enough; inconclusive means no clear call, values can overlap the other calls;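 further: yeast W303a lacking pdr1 and pdr3 grown in galactose medium; growth measured after three days at 30 °C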
PrPC TRFRET = cell surface PrPC inhibition, primary TR-FRET screen | 370,000 tested, 0.43% active | TR-FRET read-out | inhibition, % at 13.8 µM; in the data active means inhibition above about 24%; further: 0% = median of the test wells and 100% = reference compound wells
CCHFV vOTU inh = blocks the CCHF virus ovarian tumor domain protease; inhibition, % at 11.5 µM; 370,000 tested, 0.55% active; AID 651958; CCHFV vOTU protease, Pep-AMC fluorescence; in the data active means inhibition above about 30%; further: 0% = vehicle wells with enzyme and 100% = no enzyme wells
BoNT-F LC inh = blocks Botulinum neurotoxin F light chain protease; Multiplex microsphere protease cleavage assay, flow cytometry; inhibition, % at 10 µM; 360,000 tested, 0.22% active; AID 588497; in the data active means inhibition above about 35%, passing the limit was not always enough; inconclusive means no clear call, values can overlap the other calls; further: plate controls were buffer without enzyme for full effect and enzyme alone for no effect
FadD28 FP inh = M. tuberculosis FadD28 bisubstrate binding inhibition; 360,000 tested, 0.22% active; FadD28 bisubstrate probe binding, fluorescence polarization; inhibition, % at 12.5 µM; in the data active means inhibition above about 8.5%, passing the limit was not always enough; inconclusive means no clear call, values can overlap the other calls
Yp Topo-I inh = inhibitors of Yersinia pestis topoisomerase I | Y. pestis Topo-I cleavage product accumulation, plate reader | 360,000 tested, 0.064% active | activity, % at 10 µM | AID 504884; in the data active means activity above about 50%, passing the limit was not always enough; inconclusive means no clear call, values can overlap the other calls; further: inactives centre near 2
BoNT A protease = blocks Botulinum neurotoxin A light chain protease; multiplex microsphere protease substrate cleavage, flow cytometry; inhibition, % at 10 µM; 360,000 tested, 0.17% active; AID 588499; further: plate controls were buffer without enzyme for full effect and enzyme alone for no effect
Active calls of the source: *; ? = inconclusive; . = no result given; & = joins results of further samples. Unless noted, no stated cut-off is given here; in the data, active means inhibition above about 30%; inconclusive means no clear call, values can overlap the other calls; inactive means below that.

#	SMILES	BoNT A protease	Anthrax LF prot	PrPC TRFRET	TcdB GH inh	Yp Topo-I inh
1	COCCCNC(=O)c1ccc2c(=O)n(Cc3ccc(Cl)cc3)c(=S)[nH]c2c1	-1.4	1	0	0.0	-4
2	CCOC(=O)Cn1c(=NC(=O)CSC(C)=O)sc2cc(OC)ccc21	-0.3	0	8	.	-1
3	COc1cc(CN2CCSCC2)c([N+](=O)[O-])cc1OC	1.1	6	-18	1.1	5
4	Cc1cc(C(=O)CN2C(=O)C(=O)N(Cc3ccccc3)C2=O)c(C)n1Cc1ccccc1	-1.9	-4	3	0.7	30
5	CC1CCN(CC#CCOc2ccc(Cl)cc2)CC1	-1.2	1	-1	-1.4	16
6	Cc1cc(-c2ccco2)n(CC(=O)NCCN(C)C)n1	-0.4	-7	-2	0.9	4
7	COc1ccccc1NC(=O)NC1(C(=O)N2CCOCC2)CCCCC1	-5.2	-2	-3	0.5	-5
8	CCNc1cc(=O)n(C)c(=O)n1C	-0.2	0	-2	.	3

#	PfHsp40 yeast	BoNT-F LC inh	FadD28 FP inh	CCHFV vOTU inh
1	-1.6	-3	-3.6	-4
2	-1.2	-4	-3.0	7
3	-1.6	4	-3.8	3
4	0.5	3	.	9
5	-0.2	-12	-3.2	-6
6	-0.3	-1	-0.9	-7
7	-0.6	-15	-1.1	3
8	-1.1	0	-2.3	2

More compounds:
#	SMILES	BoNT A protease	Anthrax LF prot	PrPC TRFRET	TcdB GH inh	Yp Topo-I inh
9	C[C@@H]1CN([C@H](C)CO)C(=O)CCCn2nncc2CO[C@H]1CN(C)C(=O)OCc1ccccc1	-0.5	-2	-6	0.0&-0.4	9
10	Cc1cc(C)c(-c2cc(NC(=O)COC(=O)c3ccc(NC(=O)CC#N)cc3)n(-c3ccccc3)n2)cc1C	1.2	1	-7	1.3	-12
11	O=S(=O)(Cc1cccc(C(F)(F)F)c1)c1ncn[nH]1	-0.8	-1	3	2.5	0
12	Cc1cc(C)cc(-n2ccn(CC(=O)NCCc3ccccc3)c(=O)c2=O)c1	-2.1	0	-7	0.5	2
13	C=CCc1ccccc1OCCOc1ccc([N+](=O)[O-])cc1/C=N/NC(N)=O	-0.7	-1	-4	0.3	-1
14	Cc1nc2ccc(NC(=S)NC3CC3)cc2nc1C	1.7	-2	7	1.2	0
15	CCOC(=O)c1cc2c(=O)n3cccc(C)c3nc2n(CC2CCCO2)c1=NC(C)=O (configuration not stated)	0.6&0.6	5&3	7&-3	-0.3	4&-6
16	CC(C)C(=O)Nc1cccc(NC(=O)c2cccc(Br)c2)c1	-0.3	-1	14	-0.4	2

#	PfHsp40 yeast	BoNT-F LC inh	FadD28 FP inh	CCHFV vOTU inh
9	.	-6	-1.6	-8
10	0.3	-3	6.5	-2
11	-0.2	4	-0.9	11
12	-1.2	-1	-2.4	-1
13	-1.7	-2	-3.3	-14
14	-0.7	-5	-0.6	15
15	1.1&0.4	-1&1	-2.5&0.3	-70&-61
16	-0.4	-4	-5.8	15

Whole records from above. Order of values: BoNT A protease | Anthrax LF prot | PrPC TRFRET | TcdB GH inh | Yp Topo-I inh | PfHsp40 yeast | BoNT-F LC inh | FadD28 FP inh | CCHFV vOTU inh
O=S(=O)(Cc1cccc(C(F)(F)F)c1)c1ncn[nH]1 in the list: -0.8 | -1 | 3 | 2.5 | 0 | -0.2 | 4 | -0.9 | 11
C=CCc1ccccc1OCCOc1ccc([N+](=O)[O-])cc1/C=N/NC(N)=O in the list: -0.7 | -1 | -4 | 0.3 | -1 | -1.7 | -2 | -3.3 | -14

Following part:
#	SMILES	BoNT A protease	Anthrax LF prot	PrPC TRFRET	TcdB GH inh	Yp Topo-I inh
17	C=CCNC(=O)COC(=O)COc1ccc(Cl)cc1	-1.0	-7	-2	0.7	3
18	CC1CC(C)CN(C(=O)CCC(=O)Nc2nnc(C3CCCCC3)s2)C1 (configuration not stated)	-0.3	-1	-1	-0.4	34
19	CCc1ccccc1NC(=O)Cn1nc(C)n2cccc2c1=O	-2.0	2	2	1.7	-2
20	COc1cccc(CN(C)C(=O)c2ccc(S(=O)(=O)Nc3ccccc3F)cc2)c1OC	.	.	-5	-0.2	20
21	O=C(COc1ccc(C(=O)c2ccccc2)cc1)NC1CCCCC1	2.1	3	8	1.2	-1
22	O=C(COC(=O)c1c(Cl)cccc1Cl)NCc1cccs1	0.0	2	3	3.7	0
23	NC(=O)COc1ccc(NC(=O)OCc2ccccc2)cc1	-0.1	8	-5	.	-2
24	Cc1noc(C)c1COc1ccccc1C(=O)NNC(=O)c1ccccc1F	0.4	-5	-2	0.2	2

#	PfHsp40 yeast	BoNT-F LC inh	FadD28 FP inh	CCHFV vOTU inh
17	-1.2	-7	-1.3	-6
18	1.6	-1	0.6	10
19	-0.2	4	0.0	0
20	-2.3	.	1.1	7
21	1.3	15	-1.4	16
22	2.3	-3	.	-10
23	-1.7	6	-0.7	-2
24	-1.3	-4	0.1	6

(further entries)
#	SMILES	BoNT A protease	Anthrax LF prot	PrPC TRFRET	TcdB GH inh	Yp Topo-I inh
25	CCC(NS(=O)(=O)c1ccc2c(c1)Cc1cc(S(=O)(=O)NC(CC)C(=O)O)ccc1-2)C(=O)O (configuration not stated)	-1.1	-3	7	-3.6	4
26	CCCS(=O)(=O)N1CCCC(C(=O)NCCCN(CC)c2cccc(C)c2)C1 (configuration not stated)	-0.1	0	12	.	23
27	O=C(COC(=O)c1ccc(Br)c(S(=O)(=O)N2CCOCC2)c1)NCC1CCCO1 (configuration not stated)	0.2	5	0	.	0
28	COc1ccc(C(C)=O)c(OC(=O)c2ccco2)c1	-1.1	-2	1	.	2
29	CC(C1CC2CCC1C2)n1c(-c2cccs2)n[nH]c1=S (configuration not stated)	-1.9	-8	6	4.0	9
30	COc1ccc(CCN2CCCC(CN(C)C(=O)c3cc(C)oc3C)C2)cc1 (configuration not stated)	4.5	1	-8	0.3	5
31	COc1ccccc1NS(=O)(=O)c1ccc(C)c(C(=O)Nc2ccc(S(=O)(=O)Nc3onc(C)c3C)cc2)c1	0.4	-5	5	-0.2	7
32	COC(=O)c1[nH]c2c(c1C)C(=O)CC(c1cc(OC)ccc1OC)C2 (configuration not stated)	0.0	-7	-9	2.1	9

#	PfHsp40 yeast	BoNT-F LC inh	FadD28 FP inh	CCHFV vOTU inh
25	1.8	-32	-3.2	-2
26	-0.8	-3	-1.6	18
27	2.0	-5	-2.0	0
28	-0.1	-19	-3.5	1
29	1.0	-11	-1.2	-14
30	-0.5	7	0.2	7
31	-0.4	-1	2.3	27
32	-0.4	-4	-3.7	7

The results go on.
#	SMILES	BoNT A protease	Anthrax LF prot	PrPC TRFRET	TcdB GH inh	Yp Topo-I inh
33	O=C(c1cccc([N+](=O)[O-])c1)N1CCN(c2cccc(Cl)c2)CC1	-0.7	-3	2	.	19
34	Cc1ccc(C(=O)NNC(=O)C(C)Oc2ccccc2F)cc1S(=O)(=O)N1CCOCC1 (configuration not stated)	.	.	-1	-0.1	-7
35	COCc1nnc(NC(=O)CCSc2ccccc2)s1	?	-3	2	.	2
36	COc1ccc([C@H]2CC(=O)C=C(c3ccc(C)c(F)c3)C2)cc1	-0.3	2	3	-0.5	20
37	COc1cccc(CNC(=O)C2CCN(S(=O)(=O)c3cccs3)CC2)c1	-0.2	1	-9	0.5	3
38	CC(=O)Nc1ccc(S(=O)(=O)n2cnc(C)c2)cc1	-0.4	1	-4	.	0
39	Cc1c(C(=O)NCc2ccc(C#N)cc2)sc(=O)n1Cc1ccccn1	-1.2	-10	-10	0.9	0
40	CC1CCCCN1CCCNC(=O)c1ccc2c(=O)n(CCc3ccccc3)c(=O)[nH]c2c1 (configuration not stated)	0.3	-1	-12	.	2

#	PfHsp40 yeast	BoNT-F LC inh	FadD28 FP inh	CCHFV vOTU inh
33	0.4	-4	-2.4	-4
34	-1.2	.	-2.1	-4
35	0.4	0	-1.8	-3
36	7.3	-5	-4.5	5
37	-0.6	4	1.9	3
38	-1.1	-11	-0.9	10
39	.	-18	-2.2	1
40	-1.2	-2	-7.0	-5

Gathered by group: the entries above with bromine
#	SMILES	BoNT A protease	Anthrax LF prot	PrPC TRFRET	TcdB GH inh	Yp Topo-I inh
16	CC(C)C(=O)Nc1cccc(NC(=O)c2cccc(Br)c2)c1	-0.3	-1	14	-0.4	2
27	O=C(COC(=O)c1ccc(Br)c(S(=O)(=O)N2CCOCC2)c1)NCC1CCCO1 (configuration not stated)	0.2	5	0	.	0

#	PfHsp40 yeast	BoNT-F LC inh	FadD28 FP inh	CCHFV vOTU inh
16	-0.4	-4	-5.8	15
27	2.0	-5	-2.0	0

(list continues)
#	SMILES	BoNT A protease	Anthrax LF prot	PrPC TRFRET	TcdB GH inh	Yp Topo-I inh
41	Cc1cccc(Nc2ncnc3onc(-c4cccc(Cl)c4)c23)c1C	-0.3	-6	-1	0.3	23
42	Cc1ccc(C(=O)N2CCN(c3ncccn3)CC2)c(C)c1	-1.3	2	-3	1.1	7
43	Cc1cccc(N=C2NC(=O)/C(=C/c3cccn3C)S2)c1C	-3.3	-13	-7	0.9	33
44	O=C(O)c1ccc(N2C(=O)c3ccccc3C2=O)cc1[N+](=O)[O-]	-0.4	-2	-6	6.7	14
45	COC(=O)C1=C(c2ccc(F)cc2OCc2ccccc2)C[C@@H]2CC[C@H]1N2C(=O)NCc1ccccc1	0.5	4	-4	1.7	30
46	COc1ccc(-c2c3c(cc4ncn(Cc5ccccc5)c24)COC3=O)cc1	-0.4	-6	-5	1.1	11
47	CCOc1cc(Cl)c(S(=O)(=O)NCCCn2ccnc2)cc1Cl	-0.6	-7	7	1.7	-1
48	COc1cccc(C(=O)O)c1OS(=O)(=O)c1ccc(C)cc1	0.3	-8	1	1.2	-5

#	PfHsp40 yeast	BoNT-F LC inh	FadD28 FP inh	CCHFV vOTU inh
41	3.8	0	-1.6	10
42	0.1	4	-0.4	4
43	1.7	?	-1.9	8
44	.	8	-1.4	-7
45	2.6	1	-3.2	8
46	-0.2	-7	-3.1	-2
47	0.4	-9	-0.9	-13
48	.	0	-0.9	7

Other compounds follow:
#	SMILES	BoNT A protease	Anthrax LF prot	PrPC TRFRET	TcdB GH inh	Yp Topo-I inh
49	COc1ccc(C(=O)COC(=O)C(CCSC)NS(=O)(=O)c2ccc(Cl)cc2)cc1 (configuration not stated)	0.1	-3	9	.	24
50	COc1ccc(CCC(=O)N(C)CC(=O)Nc2ccc(N3CCOCC3)cc2)cc1	0.4	-3	6	1.6	-15
51	NC(=O)c1ccc(NC(=O)CS(=O)(=O)c2cn(CC(=O)N3CCCCC3)c3ccccc23)cc1	-3.6	-1	-4	1.5	10
52	CCOCC(=O)Nc1cccc(C(=O)OCC)c1	0.6	5	-10	.	3
53	CCOc1cc(/C=N/O)cc(Br)c1OCc1ccc(Cl)cc1	-0.4	-2	8	.	-4
54	O=C(/C=C/c1cccc(Br)c1)NCC1CCCCC1	-0.6	1	6	.	10
55	CCOC(=O)C1CCCN(C(=O)c2cccc3ccccc23)C1 (configuration not stated)	-0.9	1	0	0.4	-6
56	Cc1cc(C)n(-c2nc3ccccc3nc2N2CCN(C(=O)c3ccc(Cl)cc3)CC2)n1	7.1	6	7	0.1	24
57	CCCOc1ccc(/C=N/O)cc1	.	.	1	.	-13

#	PfHsp40 yeast	BoNT-F LC inh	FadD28 FP inh	CCHFV vOTU inh
49	0.8	-5	-1.4	0
50	-0.1	-2	-3.6	-3
51	-1.0	-6	-1.7	-8
52	-1.4	-2	-0.7	0
53	16	-4	-7.7	14
54	0.0	-3	-2.1	11
55	-1.4	-2	-2.4	0
56	4.0	10	-7.0	1
57	0.7	.	-0.5	10
